K1F lysis inhibition: protection from phage-mediated lysis, alamar blue read-out – E. coli UTI89, K1F phage, bacterial capsule biogenesis inhibitors (AID 488966); E. coli UTI89 K1F phage lysis, alamar blue, 2 h; higher % means a stronger effect; 0.02% of 340,000 active; one-dose inhibition, % at 100 µM; IC50 in µM for titrated hits;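 active means phage lysis inhibition, versus mean bacterial control, above a set limit; inconclusive means no clear call, values can overlap the other calls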;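 further: capsule biogenesis inhibitors block K1F phage lysis so surviving cells raise fluorescence; higher fluorescence means more inhibition of phage lysis; actives were called in the ten point dose series up to 300 µM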
Hep lipid drop: hepatic lipid droplet formation modulation. 0.4% of 240,000 active. AML12 mouse hepatocytes, oleate lipid droplets, BODIPY imaging. inhibition, % at 6.5 µM;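 active means lipid droplet intensity inhibited by at least 50%, with more than 500 cells counted; inconclusive means wells with under 300 cells, treated as cytotoxic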
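Assay system: AML12 mouse liver cells | Compound dosing: One dose, 6.5 µM compound | Read-out basis: Droplet intensity reduction, % inhibition | Measured by: Fluorescence imaging, 20x objective, two fields per well | Schedule: Overnight treatment with compound plus oleate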
human PMI inhibition: MPI enzyme activity inhibition – biochemical, fluorescence intensity, coupled assay, primary screen (AID 1209); purified PMI enzyme, coupled fluorescence intensity; higher % means a stronger effect; one-dose inhibition, % at 20 µM; IC50 in µM for titrated hits; 0.42% of 190,000 active;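 further: plate controls were DMSO vehicle for no effect and wells lacking substrate for full effect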
M1AAP inhibition: P. falciparum M1AAP inhibitors, biochemical, fluorogenic H-Leu-NHMec substrate, 1536-well (AID 1445); inhibition, % at 30 µM; hits with a dose series show IC50 in µM; 0.42% of 220,000 active; recombinant M1AAP, H-Leu-NHMec fluorogenic kinetic assay; higher % means a stronger effect;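 active means primary inhibition above the hit cutoff, then over 50% inhibition at one or more dose response concentrations, cut at about 23% in these data, passing the limit was not always enough; inconclusive means conflicting primary data, or primary hits not chosen for dose response; inactive means low primary inhibition, or under 50% at every dose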;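 further: plate controls were DMSO full reaction for no effect and no enzyme background for full effect; strong numbers were not always called active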
WT yeast gro inh: growth inhibition of WT yeast, mitochondrial fusion screen | mitochondrial fusion phenotypic screen, WT strain | 2.1% of 190,000 active | inhibition, % at 10 µM; in the data active means inhibition above about 58%; tested in S. cerevisiae
Myeloid diff 2: promotes myeloid progenitor differentiation. ER-HoxA9 myeloid progenitors, lysozyme-GFP differentiation, flow cytometry. calls only at 10 µM. 1% of 360,000 active;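 active means normalized GFP-positive differentiation at or above the plate's own cutoff, the solvent-only control mean plus 3 SD; inconclusive means no clear call, values can overlap the other calls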;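 further: cells exposed to compound for four days before flow analysis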
TNAP activation fold: stimulation of alkaline phosphatase TNAP activity – biochemical, luminescent, no phosphate acceptor, uHTS, primary screen (AID 1001); purified TNAP, luminescent activation assay, no phosphate acceptor; higher activation fold means a stronger effect; activation fold at 20 µM, or EC50 in µM where a hit was titrated; 0.03% of 200,000 active; in the data active means activation fold from about 3, or a potency from the dose series; inactive means the rest, 99 in 100 with activation fold below about 1.6; further: many of its hits are not listed in these tables
human PMI inhibitors: MPI inhibition at elevated mannose 6-phosphate – biochemical, fluorescence intensity, high mannose 6-phosphate, primary screen (AID 1220); inhibition, % at 20 µM, or IC50 in µM where a hit was titrated; recombinant PMI enzyme, coupled fluorescence intensity; higher % means a stronger effect; 0.66% of 190,000 active
ER stress rescue: protection against thapsigargin-triggered cell killing – 384-well, CSM14.1, ATP luminescence, primary screen (AID 1222). CSM14.1 thapsigargin-induced death rescue, ATP luminescence; higher % means a stronger effect. 190,000 tested, under 10 active. cellular ATP content (survival), % at 20 µM, or EC50 in µM where a hit was titrated;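 active means EC50 below 50 µM in the dose-response confirmation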;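 further: death triggered by thapsigargin at about 15 µM added after 2 h compound pretreatment; cell ATP read after overnight thapsigargin exposure of roughly 18 to 22 hours; normalized against plate controls of thapsigargin alone and 5% DMSO vehicle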
WT yeast gro inh mutant strain: second read-out of WT yeast gro inh, no call of its own (marks repeat the call); inhibition, %; mitochondrial fusion phenotypic screen, mutant strain inhibition
Hep lipid drop cells 6.5 µM: further read-out of Hep lipid drop, marked with its call; cell count; measured here: cell count, cytotoxicity flag;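 cells counted across two imaged fields per well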
Myeloid diff 2 GFP+ MAC1+ %: recorded beside Myeloid diff 2, whose call it bears; GFP+ MAC1+ double positive, %; measured here: differentiation confirmed by MAC1 staining
An asterisk follows results filed as active; i = inactive; ? = inconclusive; nt = not tested or not shown; [ ] = another dose, or the depositor's remark. Unless noted, no stated cut-off is given here; in the data, active means inhibition above about 50%; inactive means the rest.

| Structure | K1F lysis inhibition | Hep lipid drop | Hep lipid drop cells 6.5 µM | human PMI inhibition | M1AAP inhibition | WT yeast gro inh | WT yeast gro inh mutant strain | Myeloid diff 2 | Myeloid diff 2 GFP+ MAC1+ % | TNAP activation fold | human PMI inhibitors | ER stress rescue |
| --- | --- | --- | --- | --- | --- | --- | --- | --- | --- | --- | --- | --- |
| CCCCP(=O)(CCCC)Cc1ccccc1 | 0.1% | -13 | 820 | 9% | 0% | -3 | 10 | i | 0.3 | 1.1 | 14% | 0.8% |
| Cc1ccccc1NC(=O)C1CCCN(S(=O)(=O)c2cccc3cccnc23)C1 (stereo unspecified) | -1.2% | -4 | 654 | 6% | 3% | 3 | -4 | i | 3.0 | 1.2 | 5% | nt |
| COc1ccccc1Cn1cccc1C=O | -0.3% | 0 | 701 | -2% | 1% | 0 | -9 | i | 0.4 | 1 | 1% | -1.5% |
| COCCCn1c(SCC(=O)Nc2ccc(C(=O)OC)cc2)nc2ccccc2c1=O | 0.1% | nt | nt | -6% | 3% | 3 | -7 | i | 1.2 | 1.1 | -4% | 2.6% |
| Cc1cccc(S(=O)(=O)N/N=c2\sc3ccccc3n2C)c1 | 0.4% | 22 | 737 | 2% | 8% | -5 | 6 | i | 1.0 | 1.1 | -3% | -1.2% |
| COc1ccccc1-n1c(-c2cccnc2)n[nH]c1=S | 1.0% | 2 | 588 | 8% | 1% | -7 | -2 | i | 6.6 | 0.9 | 16% | nt |
| Cc1ccc(Cl)c2c1=NC(=O)C=2c1[nH]c(=S)[nH]c1O | -0.4% | 5 | 674 | 4% | 17% | -7 | 1 | i | 0.7 | 0.6 | 38% | 0.4% |
| O=C(CCSCc1ccccc1F)NCCc1ccccc1 | 0.1% | 4 | 771 | -14% | -1% | 15 | -12 | i | 0.2 | 1.2 | -7% | 1.8% |
| N#Cc1c(N)n(CCOC(=O)c2cccc([N+](=O)[O-])c2)c2nc3ccccc3nc12 | 1.4% | nt | nt | 12% | 4% | -13 | -10 | i | 0.7 | 1.1 | 25% | 1.2% |
| Cc1ccc(OCCNS(=O)(=O)c2cccs2)cc1 | 1.6% | nt | nt | -3% | 15% | 9 | 7 | i | 0.8 | 1 | 1% | -1.9% |
| c1ccc(Cn2nnnc2CN2CCCC2)cc1 | 3.5% | -2 | 760 | -29% | 2% | -6 | -5 | i | 4.8 | 1 | -27% | -2.8% |
| COc1ccc(CC(=O)Nc2ccc(-c3nnc(-c4ccc(C)cc4)o3)cc2)cc1 | -0.9% | 6 | 708 | -9% | 1% | -14 | -14 | i | 1.1 | 1.1 | -10% | 1.7% |
| CN(C)CCn1c(=S)[nH]c2ccc(Cl)cc2c1=O | -0.1% | 8 | 711 | -6% | 1% | -4 | 10 | i | 0.8 | 1 | -9% | -0.3% |
| COc1ccc(C(=O)Nc2cccc(C)c2)cc1S(=O)(=O)N1CCOCC1 | 2.6% | 2 | 716 | 11% | 0% | 6 | 19 | i | 2.9 | 1.1 | 0% | nt |
| Cc1ccc(NC2=NCC(=O)N2Cc2ccccc2)c(C)c1 | 0.0% | -13 | 702 | -18% | 5% | 11 | -15 | i | 1.3 | 1.1 | -15% | 1.3% |
| COC(=O)NNC(=O)c1ccc(C)cc1 | -1.0% | 2 | 776 | -1% | -5% | 7 | -3 | i | 5.3 | 1 | -7% | -3.0% |
| COc1cc(C2Nc3ccc4ncccc4c3C3=C2C(=O)CC(C)(C)C3)cc(OC)c1O (stereo unspecified) | -3.4% | -7 | 754 | 38% | 12% | -19 | -11 | i | 0.8 | 1.1 | 30% | 0.0% |
| COc1ccc(C=Nc2cccc3ncccc23)cc1 | 0.0% | -7 | 685 | 38% | 2% | 11 | 7 | i | 0.1 | 1 | 63%* | 1.1% |
| C=CCN1C(=O)C(O)(CC(=O)c2ccccc2)c2ccccc21 (stereo unspecified) | 0.0% | nt | nt | -4% | -1% | 14 | 0 | i | 0.6 | 1.1 | -7% | 0.2% |
| O=C1NCCN(Cc2ccc(F)cc2)C1CC(=O)N1CC=C(c2ccccc2)CC1 (stereo unspecified) | 0.0% | 7 | 658 | nt | 2% | nt | nt | i | 0.3 | nt | nt | nt |
| COc1ccc(OC)c(NC(=O)c2ccc(OC3CSC3)cc2)c1 | 0.0% | -1 | 724 | 2% | -2% | 29 | 27 | i | 0.1 | 1.1 | -1% | -2.4% |
| O=C(CCc1nc2ccccc2s1)N1CCN(c2ccccc2)CC1 | -0.3% | 10 | 688 | 1% | 2% | 23 | -7 | i | 0.8 | 1.1 | 0% | 1.2% |
| CCCn1c2c(c(O)c(C(=O)NCc3ccccc3)c1=O)CCCC2 | 5.3% | nt | nt | -7% | -5% | 14 | 4 | i | 1.1 | 1.1 | -7% | -0.9% |
| CC(=O)OCCCNc1cc(Sc2ccc(Cl)cc2)c2nonc2c1[N+](=O)[O-] | 5.5% | -2 | 567 | 30% | 7% | -14 | 13 | ? | nt | 1 | 56%* | -0.5% |
| CS(=O)(=O)N1CCC(C(=O)Nc2ccc(C(F)(F)F)cc2)CC1 | 4.4% | 7 | 754 | -10% | -2% | -3 | 3 | i | 0.0 | 1.1 | -6% | -0.7% |
| Cc1ccc(C(C)(C)C)c(OCCCn2ccnc2)c1 | 5.2%[50 µM] | -18 | 676 | -5% | -3% | 66* | 64* | i | 0.0 | 1.2 | 5% | 0.4% |
| Cc1cnn(-c2cc(Oc3ccccc3)ncn2)c1 | 4.0% | nt | nt | -7% | 2% | -4 | 7 | i | 1.7 | 1.1 | -6% | -1.7% |
| Cc1ccc(OCCCC(=O)NC(C)c2ccccc2)cc1 (stereo unspecified) | 0.0% | 9 | 730 | 6% | 10% | 15 | 18 | i | 0.8 | 1.1 | 4% | -0.5% |
| CCOC(=O)C1=C(CC)Nc2ccccc2N=C1NC(=O)c1ccc(S(=O)(=O)N(C)C)cc1 | 4.3% | -1 | 800 | 17% | 6% | -13 | 4 | i | 1.3 | 1.1 | 13% | -1.6% |
| Cc1ccc(Cc2nc(-c3ccncc3)no2)cc1 | -0.1% | 14 | 661 | -5% | -4% | 3 | 6 | i | 0.3 | 1.1 | -10% | -0.5% |
| O=C(CSc1cccc[n+]1[O-])Nc1ccc([N+](=O)[O-])cc1Cl | -0.1% | -4 | 710 | -1% | 3% | -14 | 4 | i | 0.2 | 1 | -1% | -0.4% |
| Cc1cc(C)c(C#N)c(Cl)n1 | 5.3% | 1 | 592 | 21% | 4% | 13 | 4 | i | 0.4 | 1.2 | 5% | -3.5% |
| O=C(NCc1nc2ccccc2[nH]1)C1=C[C@@H](C2CC2)C[C@@H](OCc2ccc(CO)cc2)O1 | 1.8% | -7 | 698 | -6% | 2% | 3 | 6 | i | 1.6 | 1.1 | -4% | 1.3% |
| COC(=O)c1ccc(C23CC4(C2)[C@H](CN(CC2CCCCC2)[C@@H]4c2ccccc2)C3c2ccccc2)cc1 (stereo partly specified) | 3.9% | 7 | 709 | nt | 2% | nt | nt | i | 2.8 | nt | nt | nt |
| C#CCOCCOCCOCCNc1nc(N2CCN(C(=O)[C@H](CCC(=O)O)n3cc(C(N)CO)nn3)CC2)nc(N2CCN(C(=O)[C@H](Cc3ccc(O)cc3)n3cc(C(N)CC(C)C)nn3)CC2)n1 (stereo partly specified) | nt | -2 | 651 | 7% | 1% | -5 | -14 | nt | nt | 1.1 | -26% | 0.8% |
| Cc1cccc(NC(=S)NCCc2ccc3c(c2)OCCO3)c1C | 0.8% | 17 | 729 | -3% | 1% | 55 | 32 | i | 0.0 | 1 | 7% | -0.7% |
| COc1nc(Nc2cccc(C)c2)nc(N2CCCCC2)n1 | 0.1% | nt | nt | 7% | 0% | 36 | 27 | i | 1.1 | 1 | 7% | -0.9% |
| CC(=O)NCCc1nc2ccccc2n1CCOc1ccc(C)cc1 | 0.3% | -7 | 729 | nt | -2% | nt | nt | i | 0.1 | nt | nt | nt |
| Cc1cc(C)nc(NC2=NCC(=O)N2c2cc(Cl)cc(Cl)c2)n1 | -0.7% | -2 | 740 | -1% | -4% | 16 | 12 | i | 0.2 | 1.1 | -7% | 2.5% |
| CCOC(=O)C1Cn2c(nc3c(c2=O)C(C)(C)Cc2ccccc2-3)S1 (stereo unspecified) | 1.2% | nt | nt | -2% | 8% | 25 | 13 | i | 0.8 | 1.1 | -6% | 0.4% |
| O=C(Nc1ccc(N2CCN(C(=O)c3ccco3)CC2)cc1)C(c1ccccc1)c1ccccc1 | -0.8% | 48 | 760 | 14% | -3% | 9 | 1 | i | 6.8 | 1.4 | 4% | 0.0% |
| Cn1cnc([N+](=O)[O-])c1SCC(O)CN1CCCCC1 (stereo unspecified) | 0.1% | 0 | 686 | -5% | 7% | -8 | 7 | i | 0.1 | 1.1 | -4% | 0.2% |
| O=S(=O)(Nc1ccc(-n2cccc2)cc1)c1ccc(Cl)c(Cl)c1 | 0.1% | -12 | 725 | nt | 7% | nt | nt | i | 1.4 | nt | nt | nt |
| CC(/C=N\Nc1nnc2c(n1)[nH]c1c(C)cccc12)=C\c1ccco1 | 0.6% | nt | nt | 0% | 6% | -19 | 5 | i | 1.4 | 1 | 7% | -0.5% |
| CCOC(=O)C1(Cc2ccc(Cl)cc2)CCN(C(=O)CCc2ccncc2)CC1 | 0.1% | -8 | 693 | 9% | -1% | 20 | -9 | i | 0.6 | 1 | 8% | 2.8% |
| Nc1ccccc1OCCOCCOc1ccccc1N | 2.0% | nt | nt | 14% | 10% | 3 | 2 | i | 0.8 | 1 | 15% | -0.3% |
| C/C(CC(=O)Nc1cc(C)ccn1)=N\NC(=O)C(=O)Nc1cccc(C)c1 | 0.0% | -4 | 567 | 9% | 0% | -10 | -22 | i | 0.2 | 1.4 | 1% | -1.5% |
| Cc1cc(C(=O)CN2C(=O)NC3(CCCc4ccccc43)C2=O)c(C)n1Cc1ccco1 (stereo unspecified) | nt | 4 | 747 | 19% | 1% | -5 | -1 | nt | nt | 1 | 13% | -1.7% |
| CCOC(=O)C(CC)n1cnc2c(nnn2-c2ccc(OC)cc2)c1=O (stereo unspecified) | -0.1% | nt | nt | 0% | 1% | -6 | -16 | i | 1.3 | 1.1 | -3% | -1.9% |

Compounds were not picked by outcome, and some 4.6% of all compounds hit somewhere here.
